HCV NS3 hel inh = inhibitors of Hepatitis C virus NS3 helicase; NS3 helicase DNA unwinding, Cy5 molecular beacon fluorescence; AID 1800; 290,000 compounds, 0.56% hits; inhibition, % at 10.9 µM;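 active means inhibition above the mean of all tested compounds plus 3 SD, set per campaign, cut at about 35% in these data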;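 further: 0% = DMSO wells and 100% = thioflavine S control wells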
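Compound dosing – single dose, 10.9 µM nominal final, DMSO 0.8% final · System – NS3 helicase fragment of HCV · Buffer or medium – MOPS pH 6.5, MgCl2, DTT, Tween20, BSA · Signal – Cy5 beacon fluorescence read at start and 1 h · Also added – annealed dual-labelled DNA beacon duplex, ATP-started · Schedule – 1 h at 25 °C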
MEKK2 WT-MEK5 = raises or lowers MEK5 binding to wildtype human MEKK2 PB1 domain; 290,000 compounds, 1.1% hits; bead flow cytometry, Alexa488-MEK5 binding to MEKK2 WT; actives lie on both sides; Q9Y2U5; binding response (% of control), % at 10 µM; in the data active means binding response below about 67% or above about 130%
UBC9 SUMO inh = blocks human SUMOylation mediated by UBC9. P63279. 290,000 compounds, 0.36% hits. HTRF SUMOylation assay, SAE1/SAE2 + UBC9, in vitro. AID 2006. inhibition, % at 35 µM; in the data active means inhibition above about 50%, passing the limit was not always enough; further: strong numbers were not always called active
Target sequence (P63279 whole entry, looked up): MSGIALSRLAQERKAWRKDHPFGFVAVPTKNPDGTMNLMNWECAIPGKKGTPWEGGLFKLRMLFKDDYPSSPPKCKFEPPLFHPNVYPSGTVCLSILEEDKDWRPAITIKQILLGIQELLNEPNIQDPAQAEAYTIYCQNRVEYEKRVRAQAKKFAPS
NALP1 inh = inhibitors of NALP1 inflammasome in yeast; S. cerevisiae NALP1/ASC/caspase-1 growth, X-gal OD620, 72 h; inhibition, % at 10 µM; 280,000 compounds, 0.61% hits; AID 2071; in the data active means inhibition mostly above about 24%, no sharp cut-off; inactive means mostly below about 32%; further: some compounds called inactive have numbers as strong as hits
IMP-1 inhibitor = inhibitors of Pseudomonas aeruginosa IMP-1 metallo-beta-lactamase | AID 1556 | purified IMP-1, nitrocefin hydrolysis, epi-absorbance fluorescence | 290,000 compounds, 0.45% hits | inhibition, % at 5.6 µM;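 active means inhibition above the mean plus 3 SD of all compounds in the same screening run, cut at about 4.5% in these data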;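 further: 0% = IMP-1 with DMSO and 100% = DMSO wells lacking enzyme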
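System: Purified IMP-1 | Read-out basis: Percent enzyme inhibition | Controls: IMP-1 with DMSO as 0%, enzyme-free DMSO as 100% | Replicates: One well per compound | Doses: 5.6 µM nominal single concentration | Detection: Epi-absorbance fluorescence, 480 nm excitation, 530 nm emission | Incubation: 25 °C, 15 min preincubation, 25 min reaction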
VIM-2 inhibitor = blocks Pseudomonas aeruginosa VIM-2 metallo-beta-lactamase. purified VIM-2, nitrocefin hydrolysis, epi-absorbance fluorescence. inhibition, % at 5.6 µM. 290,000 compounds, 0.89% hits. AID 1527;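 active means inhibition above the mean of all tested compounds plus 3 SD, cutoff set per screening run, cut at about 7.5% in these data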;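 further: red hydrolysis product quenches plate fluorescence so inhibitors raise well fluorescence; 0% = enzyme with DMSO and 100% = DMSO without enzyme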
FID counter = counter-screen for HCV NS3 helicase inhibitors: DNA intercalator displacement; DNA fluorescent intercalator displacement, fluorescence; inhibition, % at 7.9 µM; 290,000 compounds, 0.17% hits; in the data active means inhibition above about 37%;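 further: 0% = vehicle and 100% = reference compound; higher means more ethidium bromide displaced from hairpin DNA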
MEKK2 mut-MEK5 = signal of MEK5 binding to mutant human MEKK2 PB1 domain; bead flow cytometry, Alexa488-MEK5 binding to MEKK2 mutant; percent response, % at 10 µM; AID 1530; 290,000 compounds, 0.35% hits; in the data active means percent response above about 24%, passing the limit was not always enough; further: inactives centre near 1; some results filed as inactive read as strong as hits
M18AAP inhibitor = PfM18AAP enzyme inhibition. recombinant PfM18AAP, H-Glu-NHMec fluorogenic cleavage. inhibition, % at 7.35 µM. 290,000 compounds, 1.2% hits. AID 1822;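 active means inhibition above the campaign mean inhibition over all tested compounds plus 3 SD, cut at about 28% in these data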;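 further: 0% = plate median of test compound wells and 100% = 2 mM ZnCl2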
Active calls of the source: *; . = not tested or not shown.

structure	VIM-2 inhibitor	HCV NS3 hel inh	FID counter	NALP1 inh	MEKK2 WT-MEK5	MEKK2 mut-MEK5	IMP-1 inhibitor	M18AAP inhibitor	UBC9 SUMO inh
Cc1cc(NC(=O)CCC(=O)N(CC(=O)NC2CCCC2)Cc2ccccc2Cl)no1	-0.1	2	-10	-8	107	7	-2.4	3	14
COc1ccc(Cn2cnc3c4cc(F)ccc4n(C)c3c2=O)cc1	-2.1	3	-5	29	101	0	-1.6	1	5
Cc1cccc(C)c1NC(=O)CCCSc1nnc(N)s1	-2.7	5	-1	3	102	1	-3.4	-3	3
Cn1c(CNC(=O)c2ccc3c(c2)OCO3)nnc1SCC(=O)Nc1ccccc1F	-1.7	6	-9	-11	95	-2	-3.8	2	1
CCOC(=O)c1c(S(=O)(=O)NCC(=O)NCc2ccccc2Cl)c(C)n(C)c1C	-1.5	-3	-20	16	99	-4	-3.1	-3	-10
O=C(O)CCC(=O)N1N=C(c2cccs2)CC1c1ccc(Br)cc1 (stereo not drawn)	-3.5	14	-37	5	109	12	-3.9	0	-5
Cc1sc(NC(=O)CSc2nc(N)n(CC(=O)c3ccccc3)n2)c(C#N)c1C	-1.9	3	0	.	93	-3	-2.9	4	-11
CN(C)c1nnc(-c2ccc(Cl)cc2)o1	-3.1	-1	-2	-3	92	-1	-3.5	-8	18
Cn1nc(CC(=O)N2CCN(c3ccccc3)CC2)c2ccccc2c1=O	0.6	3	-26	14	103	6	-2.3	-7	17
O=C(COC(=O)COc1ccc(Cl)cc1Cl)Nc1cccnc1Cl	-2.4	0	-1	28	105	-1	-2.2	0	-10
COc1ccc(-c2[nH]ncc2CN(Cc2nccn2C)C(C)C)cc1F	-2.2	-6	9	-2	100	1	-3.5	0	-3
CCCSc1cc(=O)n(-c2ccccc2)nc1C(=O)O	-1.3	1	0	8	105	0	-2.3	0	-10
C=CCCC(=O)Nc1nc(C)c(-c2csc(Nc3ccc(Cl)cc3)n2)s1	0.3	-3	-3	-3	128	9	-0.5	-11	17
Cn1c(=O)c2ncn(CC(=O)Nc3cccc(-c4nc5ccccc5s4)c3)c2n(C)c1=O	-1.1	-13	-2	17	104	7	0.1	-14	-6
Cc1ccc(Nc2c(-c3ccc(N4CCOCC4)cc3)nc3ncccn23)cc1	-4.4	2	-6	11	94	-5	-3.4	0	-6
CC1CCCN(CCCNC(=O)c2ccc(CS(=O)(=O)c3c(Cl)cccc3Cl)o2)C1 (stereo not drawn)	-1.6	1	9	17	121	6	-3.2	0	14
CC(C)NC(=O)c1cc(C(=O)c2cc(Cl)ccc2O)coc1=N	-1.5	-2	-5	-5	108	11	-4.4	-9	-6
COc1ccc(CNC(=O)CN2CCC(NC(=O)c3ccccc3C)CC2)cc1	-2.2	4	0	6	102	0	-0.5	1	5
O=C(NCCc1ccncc1)c1ccc2nc(Cc3cccc(Cl)c3)oc2c1	-2.3	-3	-24	-1	105	8	-2.0	4	13
COc1ccc(S(=O)(=O)N2CCN(c3ccc4nnc(-c5ccc(F)cc5)n4n3)CC2)cc1	-2.1	-5	-2	-10	96	-6	-5.4	-4	1
Cc1cccc(C(=O)NCC(c2ccco2)N(C)C)c1 (stereo not drawn)	-0.3	-2	3	-2	79	-13	-1.2	-6	3
COc1ccc(N=C2NC(=O)/C(=C\C=C\c3ccccc3)S2)cc1	-3.2	6	12	-2	93	-11	-4.7	-2	32
O=c1c([N+](=O)[O-])cc(C(F)(F)F)cn1Cc1c(Cl)cccc1Cl	-2.1	11	0	5	.	.	0.9	9	29
COc1ccc(N2CCN(Cc3nc(-c4ccccc4)no3)CC2)cc1	-4.9	-12	-25	-4	100	4	-2.7	2	-1
CC(C)c1ccc(NC(=O)c2ccccc2NC(=O)C2CC=CCC2C(=O)O)cc1 (stereo not drawn)	-2.0	13	-61	3	112	6	-0.6	0	3

Full records, quoted from the list. Screens in order: VIM-2 inhibitor, HCV NS3 hel inh, FID counter, NALP1 inh, MEKK2 WT-MEK5, MEKK2 mut-MEK5, IMP-1 inhibitor, M18AAP inhibitor, UBC9 SUMO inh
COc1ccc(Cn2cnc3c4cc(F)ccc4n(C)c3c2=O)cc1 reads -2.1, 3, -5, 29, 101, 0, -1.6, 1, 5
Cc1cc(NC(=O)CCC(=O)N(CC(=O)NC2CCCC2)Cc2ccccc2Cl)no1 reads -0.1, 2, -10, -8, 107, 7, -2.4, 3, 14

(listing goes on)
structure	VIM-2 inhibitor	HCV NS3 hel inh	FID counter	NALP1 inh	MEKK2 WT-MEK5	MEKK2 mut-MEK5	IMP-1 inhibitor	M18AAP inhibitor	UBC9 SUMO inh
O=C(Nc1ccc([N+](=O)[O-])cc1)C1C(c2ccccc2)=C1c1ccccc1	-1.1	6	-1	6	86	-10	-1.1	-9	6
CN(C)c1ccc2c(O)cc(=O)n(C)c2c1	0.4	4	-1	17	111	7	0.4	17	20
CCOC(=O)c1cnn(-c2nc3c(C)cccc3s2)c1C	-3.1	8	0	8	99	7	-1.8	-6	24
C/C(=N\Nc1ccc(S(N)(=O)=O)cc1[N+](=O)[O-])c1ccco1	-0.5	-7	10	.	115	14	-3.6	0	18
Cc1ccc(NC2=NCC(=O)N2CCc2ccccc2)cc1C	-2.3	2	-10	40	127	9	-2.5	0	-1
O=C(NNC(=O)c1cnccc1C(F)(F)F)c1ccccc1	-3.4	4	-3	-8	100	-4	-3.4	2	8
CCOc1ncccc1C(=O)OCC(=O)NC(=O)NC(C)C	-1.7	-1	-7	12	101	0	-1.9	-15	7
CCCCNC(=O)C1CCCN1C(=O)Nc1cccc(OC)c1 (stereo not drawn)	-0.8	6	0	19	104	2	-1.1	6	10
Clc1ccccc1CSc1nc2ccncc2[nH]1	-3.3	-14	1	8	.	.	-2.1	-3	3
Cc1cccc(NC(=O)C(C)SCc2nc3sc(C)c(C)c3c(=O)[nH]2)n1 (stereo not drawn)	0.7	3	-10	10	100	2	-1.0	-4	24
CCOc1ccc(NC(=O)COC(=O)COc2cccc3c2OC(C)(C)C3)cc1	-1.1	-16	-25	23	107	4	-0.4	-9	8
COc1ccc(CCNC(=O)NC(C(F)(F)F)C(F)(F)F)cc1OC	-3.9	3	-1	.	97	-14	-1.9	-1	-9
COC(=O)c1c(NC(C)=O)sc2c1CCN(Cc1ccccc1)C2	1.2	-4	-7	9	97	0	-2.2	5	-1
COCCNC(=O)c1cc2sccc2n1C	0.8	1	-1	-11	90	-7	-1.4	-3	-4
CC1CC(C)CN(C(=O)COC(=O)c2cccc([N+](=O)[O-])c2)C1 (stereo not drawn)	-1.5	0	-9	-8	50	-16	-1.4	0	4
O=C(N/N=C/c1ccccc1)c1ccc(N2CCOCC2)c([N+](=O)[O-])c1	-3.4	6	-14	0	105	-2	-2.2	-6	15
COc1ccc(NC(=O)CN2CCN(c3ccccc3F)CC2)cc1	-2.4	-7	-15	-18	101	2	-1.9	-5	1
CN1CCN(C(=O)C2(NC(=O)Nc3cccc(F)c3)CCCCC2)CC1	-0.6	-4	6	28	119	9	-3.3	-7	7
Cn1c(Cc2csc(N)n2)nnc1SC/C=C/c1ccccc1	1.5	-1	-19	-9	101	12	-3.2	7	2
CC1=NNC(=O)C1CCC(=O)N/N=C/c1ccco1 (stereo not drawn)	-1.0	4	-2	0	89	-9	-2.8	-2	14
CN1CCN(c2nc3ccccn3c(=O)c2/C=C(\C#N)S(=O)(=O)c2ccccc2)CC1	0.4	2	-3	-7	106	3	-1.8	2	-12
N#Cc1ccc(CSc2nnc(NC(=O)c3ccc(=O)[nH]c3)s2)cc1	-3.5	4	-7	2	96	-4	-4.0	7	1
CCOC(=O)c1c(NC(=O)CN2CCN(C(=O)C3CCCO3)CC2)sc(C)c1C (stereo not drawn)	2.6	0	-64	-6	100	0	-1.5	-1	0
Cc1ccc(N=C2CSC(=O)N2)cc1	-5.0	-9	-4	-9	96	-2	-2.2	3	5
Nc1cccc2c3c(oc12)CCCC3	-2.0	3	9	6	103	7	-1.9	5	-7
CCOc1ccc(NS(=O)(=O)c2ccc3ncsc3c2)cc1	-0.3	-6	-11	-9	93	-9	0.8	5	14
CCN(CC)S(=O)(=O)c1ccc(Nc2cc(C)nc3ncnn23)cc1	0.2	0	-8	3	73	-9	-3.6	4	15
CCn1c(SCC(=O)OC)nnc1-c1c[nH]c2ccccc12	-1.4	10	-11	.	116	22	-2.1	-1	6
Cc1ccccc1NC(=O)CSc1nc(-c2ccccc2)cc(=O)[nH]1	-0.6	-7	-7	23	112	9	-4.6	-1	0
O=C(N/N=C/c1cc2cc3c(cc2nc1Cl)OCO3)c1ccncc1	-0.3	5	-10	.	107	9	-2.0	2	30
CCOC(=S)SCc1cn2cccc(C)c2n1	3.1	5	-1	-5	.	.	-1.7	6	8
Cn1nnc(NC(=S)NC(=O)c2cccs2)n1	-4.5	2	2	27	98	-2	-2.8	17	9
COc1ccc(S(=O)(=O)NCC2CCCO2)cc1Cl (stereo not drawn)	-1.2	-2	-3	20	97	0	-2.4	1	21
Cc1cc(C(=O)NP(=O)(N2CCOCC2)N2CCOCC2)c(C)n1-c1ccc(N(C)C)cc1	-2.5	0	-20	35	102	12	-4.9	23	-17
Cc1cc(C)c(OCC(=O)N(Cc2ccccc2)C2CCS(=O)(=O)C2)c(C)c1 (stereo not drawn)	-0.7	-7	-34	-21	96	-4	-3.9	0	-9
COC(=O)c1sc(NC(=S)NC(=O)c2ccccc2Cl)nc1C	-2.0	-5	1	14	96	-2	-2.5	13	6
COc1ccc(-n2nc(C(=O)NCC(=O)N3CCCCCC3)c3ccccc3c2=O)cc1	-2.8	-5	-39	8	102	1	0.9	1	10
O=c1[nH]c(N2CCN(c3ccccc3)CC2)nc2c1CCCC2	-2.5	1	-8	7	101	14	-4.4	-1	-6
CCN1CCN(CC(=O)c2cc(Cl)ccc2Cl)CC1	1.2	-4	2	2	97	-10	-2.2	-2	24
CCN(c1ccc(NC(=O)COC(=O)c2ccc(S(=O)(=O)N3CCCC3)cc2)cc1)C(C)C	-2.2	0	-11	-7	89	-8	-4.6	5	1
COc1ccc(CNC(=O)CN(Cc2ccccc2OC)C(=O)c2csnn2)cc1	-6.2	2	-26	14	104	5	-2.7	2	-5
CCCCCC(=O)N1CCN(CCN=CC2=C(O)CC(c3ccc(OC)c(OC)c3)CC2=O)CC1 (stereo not drawn)	-1.4	0	-18	5	96	3	0.1	-1	20
O=C(NCc1ccccn1)C(=O)Nc1cccc2ccccc12	-1.1	-3	-10	9	90	-6	-0.9	25	14
Cc1cc(NC(=O)COc2ccc(F)c(Cl)c2)no1	0.5	-3	-5	7	116	9	-1.2	-4	0
CC1(C)CC(=O)C(CS(=O)(=O)c2ccccc2)=C(Cl)C1	-2.7	1	-5	10	97	-1	0.1	1	-6
CCn1c(COc2ccccc2C)nnc1SCC(=O)N1CCCCC1	-2.1	-5	-33	5	103	2	-3.0	1	9
Cc1nc2ccc(NC(=O)C3CCN(S(=O)(=O)c4cccs4)CC3)cc2s1	-0.7	-7	-7	-17	98	2	0.1	-7	25
